Screening results deposited in PubChem by National Center for Advancing Translational Sciences (NCATS).
D1 potentiator: human D1 dopamine receptor positive modulation. P21728. HEK293 TREx D1 cells, calcium flux, dopamine EC20 potentiation. potentiation, % at 10 µM. 360,000 tested, 0.036% active. AID 504651; in the data active = potentiation above about 30%; also: 0% is about no effect
D2 antag: antagonizes the human D2 dopamine receptor; 340,000 tested, 2% active; HEK293 TREx D2 cells, calcium flux, dopamine EC80; inhibition, % at 10 µM; P14416; in the data active = inhibition above about 30%; also: 0% is about no effect
Target sequence (P14416 whole entry, looked up): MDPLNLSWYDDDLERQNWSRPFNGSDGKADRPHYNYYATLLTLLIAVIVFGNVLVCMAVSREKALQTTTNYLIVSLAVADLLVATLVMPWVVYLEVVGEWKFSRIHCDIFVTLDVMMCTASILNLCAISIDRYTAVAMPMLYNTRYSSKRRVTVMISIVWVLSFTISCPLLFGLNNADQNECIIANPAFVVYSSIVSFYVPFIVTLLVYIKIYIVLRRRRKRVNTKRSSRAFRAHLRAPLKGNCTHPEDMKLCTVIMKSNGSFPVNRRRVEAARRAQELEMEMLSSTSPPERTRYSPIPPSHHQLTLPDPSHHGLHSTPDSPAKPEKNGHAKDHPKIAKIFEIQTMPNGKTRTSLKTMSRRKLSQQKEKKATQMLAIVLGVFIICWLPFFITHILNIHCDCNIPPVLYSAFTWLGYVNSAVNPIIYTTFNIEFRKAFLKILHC
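Tetracycline-induced HEK293 T-REx cells expressing D2 force-coupled to calcium signalling were dye-loaded, exposed to compound for 180 s, then challenged with an EC80 of dopamine; calcium flux was followed kinetically for a further 180 s.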
TRHR ag: activates the human TRH receptor; TRHR cells, calcium flux fluo-8, FDSS agonist mode; activation, % at 2 µM; 360,000 tested, 0.18% active; AID 493084; also: 0% is about no effect
Target sequence (P34981 whole entry, looked up): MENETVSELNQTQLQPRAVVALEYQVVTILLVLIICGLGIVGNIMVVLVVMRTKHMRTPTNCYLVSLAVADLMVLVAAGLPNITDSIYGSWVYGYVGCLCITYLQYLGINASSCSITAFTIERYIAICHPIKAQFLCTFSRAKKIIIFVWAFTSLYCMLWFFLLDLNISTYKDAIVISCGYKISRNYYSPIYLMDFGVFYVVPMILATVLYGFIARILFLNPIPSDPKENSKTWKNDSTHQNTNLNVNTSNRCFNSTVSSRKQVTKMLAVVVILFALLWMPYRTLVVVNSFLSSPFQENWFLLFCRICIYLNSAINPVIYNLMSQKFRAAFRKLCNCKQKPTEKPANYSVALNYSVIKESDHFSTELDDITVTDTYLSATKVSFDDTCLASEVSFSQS
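In this calcium-flux screen, cells bearing human TRHR are dye-loaded with fluo-8, baselined for 10 cycles, then exposed to library compounds; positive kinetic calcium responses during the agonist phase mark hits, with TRH as control.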
D2 agonist: activates the human D2 dopamine receptor | HEK293 T-REx D2 cells, calcium flux agonist mode | activation, % at 2 µM | 340,000 tested, 0.53% active | AID 485358;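 active = activation over 3 SD above normal in the single-dose calcium agonist read, cut at about 30% in these data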; also: 0% is about no effect
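HEK293 Trex D2 cells, tetracycline-induced, o/n 30 C 5% CO2; no-wash Ca dye, RT 30–90 min; 10-cycle baseline, 23 nl cpd added, kinetic Ca read 180 s; agonist hits = positive Ca response.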
D1 antag: antagonists of human D1 dopamine receptor; 360,000 tested, 3.2% active; P21728; activity change, negative = inhibition, % at 10 µM; HEK293 TREx D1 cells, calcium flux, dopamine EC80; active compounds read low; AID 504652; in the data active = activity change below about -30%; also: % is scaled to controls: 0 for no effect and ±100 for the full control effect
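Tetracycline-induced HEK293 T-REx cells with force-coupled D1 receptor were loaded with a no-wash calcium dye. Compound was added after a 10 s baseline and read kinetically for 180 s; EC80 dopamine was then added and calcium flux followed another 180 s.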
TRHR PAM: allosterically enhances the human TRH receptor; enhancement, % at 2 µM; TRHR cells, fluo-8 calcium fluorescence, EC20 TRH enhancement; AID 493056; 360,000 tested, 0.66% active; P34981; in the data active = enhancement above about 30%; also: 0% is about no effect
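TRHR-expressing cells loaded with fluo-8 calcium dye were read kinetically (ex 480/em 530) during compound addition, then stimulated with an EC20 of TRH (10 nM final). Enhancement of the Gq-mediated intracellular calcium response was scored.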
D2 potentiator: positively modulates the human D2 dopamine receptor allosterically | potentiation, % at 10 µM | 340,000 tested, 0.34% active | P14416 | HEK293 T-REx D2, calcium flux, EC20 dopamine potentiation;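 active = potentiation over 3 SD above the plate norm, cut at about 30% in these data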; also: 0% is about no effect
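Potentiation of an EC20 dopamine calcium response measured kinetically over 180 s, after a preceding 180 s compound-only read flagging agonists. Cells: inducible Hek293 Trex D2 line, 4000/well, cultured overnight at 30 C before dye loading.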
RXFP1 antagonist: blocks the human relaxin receptor RXFP1; Q9HBX9; HEK293-RXFP1, relaxin-stimulated cAMP HTRF, 30 min; active compounds read low; activity change, negative = inhibition, % at 57.5 µM; 350,000 tested, 0.59% active;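 active = activity change of -60% or lower, but not beyond a set lower limit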; also: % is scaled to controls: 0 for no effect and ±100 for the full control effect
D1 agonist: activates the human D1 dopamine receptor | P21728 | HEK293 T-REx D1 cells, calcium flux, agonist mode | activation, % at 2 µM | 360,000 tested, 1% active | AID 504660; also: 0% is about no effect
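Inducible HEK293 T-REx D1 cells, force-coupled to calcium signalling, were plated at 4000 cells/well with tetracycline and held overnight at 30 C. After no-wash calcium dye loading, compound-evoked calcium rise over 180 s flagged agonists.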
* marks the source's active call; other numbers are inactive results; . = not tested or not shown; & = joins results of further samples; ! = repeats disagree. Rule as the data show it, unless noted: active = activation above about 30%; inactive = the rest.

SMILES | TRHR ag | D1 potentiator | D1 antag | D2 antag | TRHR PAM | RXFP1 antagonist | D1 agonist | D2 agonist | D2 potentiator
O=C(NCc1ccc2c(c1)OCO2)c1nn2cccnc2c1Cl | -0.1 | -4 | 8 | 7 | 1 | -1 | 2 | -0.1 | 17
CC(=O)Nc1ccc2c(c1)CN(c1cc(C)ccc1C)CO2 | 0.0 | -2 | -37* | . | -3 | 11 | 9 | . | .
COc1cc(NC(=O)CN2C(=O)NC(C)(c3ccccc3)C2=O)c(C)cc1[N+](=O)[O-] (stereo not drawn) | -0.1 | 0 | -3 | 2 | 12 | -12 | 2 | -1.0 | 3
CCOC(=O)C1C(c2ccccc2Cl)NC(=O)N(C)C1(O)C(F)(F)F (stereo not drawn) | 0.7 | 2 | 1 | 5 | -4 | 24 | 1 | 0.7 | 7
Cc1cc(-c2ccc(C(C)C)c(S(=O)(=O)Nc3cc(C)on3)c2)on1 | -0.4 | 3 | 4 | 15 | 0 | -65* | 1 | -0.3 | 5
Cc1ccc(CNS(=O)(=O)c2ccc3[nH]c4c(c3c2)CCCCC4)cc1 | 0.9 | -2 | -2 | . | 14 | -21 | 2 | 0.0 | -6
O=C(Nc1cccc(S(=O)(=O)N2CCCCCC2)c1)c1ccc2c(c1)OCO2 | 0.3 | 5 | 11 | 3 | -3 | -3 | 1 | 0.7 | -9
CCCOc1ccc(NC(=O)CNC(=O)c2cc(OC)cc(OC)c2)cc1OCCC | -1.7 | 7 | -5 | 5 | 5 | 8 | 1 | -0.6 | -7
Cc1ccc(S(=O)(=O)N2CCCC(C(=O)NC3CCCC3)C2)cc1Cl (stereo not drawn) | -0.8 | 6 | 7 | 22 | 0 | 12 | 5 | -0.3 | -18
Cc1ccc2c(c1)[C@H]1[C@H](CO2)[C@H](c2ccccc2)[C@]2(C)C(=O)NCC(=O)N12 | -0.2 | -4 | . | 2 | -1 | . | -2 | 0.1 | -37
O=[N+]([O-])c1ccc(N2CCOCC2)cc1SCc1ccco1 | -0.5 | -1 | -6 | 5 | -1 | 1 | 2 | -0.1 | 7
CC1(C)Cc2cccc(OCC(=O)Nc3cccnc3)c2O1 | -0.1 | -1 | -1 | -21 | 3 | -7 | 3 | -1.4 | -8
O=C(Nc1ccc(-c2cn3c(n2)SCC3)cc1)c1ccco1 | 0.9 | -8 | -15 | 6 | 9 | -2 | 2 | 0.5 | -7
Cc1ccccc1NC(=S)N1CCN(c2ccccc2C)CC1 | 2.7 | -2 | -9 | 10 | 2 | -2 | 6 | 0.5 | 8
Cc1onc(-c2c(F)cccc2Cl)c1C(=O)OCC(=O)NCc1ccco1 | -0.7 | -6 | 6 | -7 | 4 | 10 | -1 | 0.6 | -2

Following part:
SMILES | TRHR ag | D1 potentiator | D1 antag | D2 antag | TRHR PAM | RXFP1 antagonist | D1 agonist | D2 agonist | D2 potentiator
Cc1cccc(OCc2n(CC(=O)OC3CC(C)CCC3C(C)C)c3ccccc3[n+]2C)c1 (stereo not drawn) | 5.2 | -3 | -2 | -12 | -4 | -35 | 13 | 0.3 | -18
O=C(CNC(=O)c1cccs1)NCCN1CCC(Cc2ccccc2)CC1 | 0.2 | 3 | -13 | -30 | -3 | . | 5 | -0.4 | -19
Nc1ccc2c(c1)CC(=O)c1ccccc1S2 | -0.3 | -3 | 5 | 11 | 13 | -6 | 11 | 0.1 | -1
CSCC[C@H](N)C(=O)N1CCC(C(=O)N[C@@H](C)C(=O)NCc2ccc(F)cc2)CC1 | -1.6 | -2 | -3 | -2 | 1 | . | 0 | -0.5 | 1
COc1ccc(N2CCN(C3CC(=O)N(Cc4ccc(N5CCCC5=O)cc4)C3=O)CC2)cc1 (stereo not drawn) | -1.0 | -1 | 15 | -2 | 5 | 1 | -1 | 0.0 | 12
Cc1ccc2c(c1)N(C(=O)CCC(=O)NCCCN1CCC(Cc3ccccc3)CC1)CCO2 | 0.8 | -11 | -40* | -3 | -3 | 0 | 23 | 1.4 | -23
CCc1ccc(-n2cc(-c3ccc(F)cc3)[n+]3c2SCCC3)cc1 | 0.1 | 2 | -6 | 7 | -3 | 7 | 0 | 0.4 | -3
NNC(=S)NC1CCS(=O)(=O)C1 (stereo not drawn) | 0.8 | -1 | -5 | 2 | -5 | -1 | 1 | -0.4 | 1
CC(Sc1nc(N)cc(N)n1)C(=O)NCC1CCCO1 (stereo not drawn) | 0.6 | 1 | 6 | -2 | -5 | 5 | 2 | 0.7 | -12
O=C(CSc1ncn[nH]1)c1cc2ccccc2o1 | 0.0 | 0 | 5 | -27 | -4 | -16 | 1 | -0.1 | -2
CCOC(=O)Cc1csc(NC(=O)COc2ccc(N(C)S(=O)(=O)c3ccc(C)cc3)cc2)n1 | 0.9 | -4 | -19 | 5 | 4 | 1 | 3 | -0.4 | 3
COC(=O)c1ccc(OCC(O)CN2C(=O)c3ccccc3S2(=O)=O)cc1 (stereo not drawn) | -0.5 | -2 | -40* | 7 | 0 | -18 | 6 | 0.6 | 8
Cc1onc(-c2c(F)cccc2Cl)c1C(=O)OCN1C(=O)c2ccccc2C1=O | 0.0 | 10 | 6 | 1 | -3 | -2 | 2 | -0.8 | 0
Cc1ccc(C(=O)NCc2ccccc2F)cc1S(=O)(=O)N1CCCC1 | 0.1 | 0 | 7 | -30 | 1 | -7 | 2 | 0.8 | 12
Cc1nnc(SCC(=O)N2CCN(S(=O)(=O)c3ccccc3)CC2)s1 | -0.1 | -4 | -39* | -3 | -1 | -4 | 1 | 2.4 | 13

(more compounds)
SMILES | TRHR ag | D1 potentiator | D1 antag | D2 antag | TRHR PAM | RXFP1 antagonist | D1 agonist | D2 agonist | D2 potentiator
Cc1ccc(C(=O)Nc2cccc3ncccc23)cc1[N+](=O)[O-] | 0.4 | -2 | -19 | 1 | 1 | -5 | 2 | 0.3 | 6
CCCNC(=S)NCc1ccc(Cl)cc1 | -0.4 | 0 | -7 | -12 | 1 | -1 | 0 | -0.4 | -5
CC#CC(=O)N1CCC(CCc2ccccc2)(C(=O)OCC)CC1 | -0.1 | -6 | -8 | -16 | 0 | -4 | 2 | -0.2 | 6
COC(=O)CCN(C(C)=O)c1ccc(N)cc1 | 0.2 | 0 | 1 | 8 | -3 | -2 | 2 | -0.2 | 2
C[C@@]12C(=O)Nc3cc(Cl)ccc3C(=O)N1[C@H]1c3cc(Br)ccc3OC[C@@H]1[C@@H]2c1ccccc1 | 0.6 | -10 | -4 | -7 | -5 | . | 4 | 0.6 | -11
COc1ccc(N2C(=O)C(Cl)=C(Nc3ccc(OC)cc3OC)C2=O)cc1 | -1.5 | -10 | -27 | -1 | -11 | -29 | 3 | -0.9 | -5
Cc1ccc(C2Nc3ccccc3C(=O)N2Cc2ccco2)cc1 (stereo not drawn) | -0.6 | -7 | 5 | -4 | -2 | -14 | 0 | 1.0 | 4
COc1ccc(OC)c(NS(=O)(=O)c2cccc3cccnc23)c1 | -0.6 | 0 | 2 | -5 | -1 | 3 | 1 | 0.0 | -7
COc1ccc(O)c(/C=N\NC(=O)CCn2nnc3ccccc32)c1 | -0.6 | -3 | -1 | -14 | 6 | 13 | 9 | -0.2 | 3
Cc1ccc(NC(=O)/C=C/c2ccc3c(c2)OCO3)nc1 | 0.3 | 1 | 6 | -13 | -5 | 21 | 4 | 0.3 | -1
Cc1ccc(NS(=O)(=O)c2ccc3c(c2)CC(=O)N3)cc1F | 0.7 | -1 | -16 | -18 | 9 | -4 | 0 | -0.3 | 5
COc1ccc(NC(=O)C(=O)c2cc(C)n(-c3ccc(C)cc3)c2C)cc1Cl | -0.2 | -2 | -53* | . | -2 | -24 | 4 | -1.3 | -1
Cn1cc(Cl)c(C(=O)OCC(=O)Nc2ccc(S(N)(=O)=O)cc2)n1 | 0.3 | -2 | 4 | 0 | 0 | 5 | 0 | 1.9 | -11
CC1(C)CC(=O)CC2(C1)NCC(c1ccccc1Cl)c1c2[nH]c2ccccc12 (stereo not drawn) | 1.0 | -11 | 24 | -7 | -9 | -19 | 1 | 1.3 | 4
COC(=O)c1sc2ccccc2c1NC(=O)c1ccc(S(=O)(=O)N2CCC(C)CC2)cc1 | 0.9 | 3 | -2 | -5 | -6 | . | 2 | 1.8 | -4

Another view of some results above:
Every second line gives: TRHR ag	D1 potentiator	D1 antag	D2 antag	TRHR PAM	RXFP1 antagonist	D1 agonist	D2 agonist	D2 potentiator
O=C(Nc1ccc(-c2cn3c(n2)SCC3)cc1)c1ccco1
→ 0.9	-8	-15	6	9	-2	2	0.5	-7
Cc1ccccc1NC(=S)N1CCN(c2ccccc2C)CC1
→ 2.7	-2	-9	10	2	-2	6	0.5	8
Cc1onc(-c2c(F)cccc2Cl)c1C(=O)OCC(=O)NCc1ccco1
→ -0.7	-6	6	-7	4	10	-1	0.6	-2
Cc1cccc(OCc2n(CC(=O)OC3CC(C)CCC3C(C)C)c3ccccc3[n+]2C)c1 (stereo not drawn)
→ 5.2	-3	-2	-12	-4	-35	13	0.3	-18

The list goes on.
SMILES | TRHR ag | D1 potentiator | D1 antag | D2 antag | TRHR PAM | RXFP1 antagonist | D1 agonist | D2 agonist | D2 potentiator
Cc1ccc(Nc2nc(NCC3CCCO3)nc(N)c2[N+](=O)[O-])cc1 (stereo not drawn) | -0.5 | -1 | 0 | 14 | 1 | . | 1 | 9.7 | 6
COc1ccc(OCCSc2nc3nc(C)cc(C)n3n2)cc1 | -0.2 | -1 | 1 | 19 | -7 | 2 | 3 | 2.5 | 3
CCOC(=O)c1c(S(=O)(=O)NCC(=O)N2CCN(c3ccccc3OC)CC2)c(C)n(C)c1C | -0.5&-0.5 | 3&-6 | -32*! | -4 | -2&-24 | 0&-9 | 0&0 | 0.2&-0.1 | 13&6
COC(=O)c1c(-c2ccccc2OC)sc2ccc(OC)cc12 | -0.5 | -2 | . | -1 | -4 | . | 3 | -0.8 | 1
CO[C@@]1(NC(=O)CSCC#N)C(=O)N2C(C(=O)O)=C(CSc3nnnn3C)CS[C@@H]21 | 0.2 | -2 | 7 | 2 | -4 | 22 | 2 | -1.4 | -1
Cc1cc(C)cc(NC(=O)N(C)Cc2ccccc2)c1 | 0.0 | -10 | 10 | -11 | 10 | -1 | 2 | -0.2 | 13
O=C(NNC(=S)NC1CCCCC1)c1cccs1 | 0.1 | -1 | -2 | -6 | 11 | . | 3 | -1.0 | 6
Clc1ccc2c(N/N=C/c3ccccc3Br)ccnc2c1 | -0.2 | -1 | 5 | -7 | 11 | -8 | 3 | 0.1 | -13
CCc1ccc(C2=NN(CCC(=O)NC3CCCCCC3)C(=O)CC2)cc1 | 1.2 | -2 | 22 | 7 | -1 | -15 | 0 | -0.6 | 0
Cc1ccc(C)c(CSc2ccc3nnc(CCNS(=O)(=O)c4ccccc4)n3n2)c1 | -0.1 | 4 | 4 | . | -12 | 21 | 0 | . | -2
O=C1CCC(C(=O)OCC(=O)c2ccccc2)N1 (stereo not drawn) | 0.5 | -3 | . | 12 | 7 | 2 | 0 | -0.7 | 2

An unsorted share of the library; about 7.1% have a hit in one of these screens.
